MLL CXXC-DNA inh = MLL CXXC-DNA interaction inhibition | Q03164 | MLL-CXXC / FITC-HOXA9 DNA fluorescence polarization | Potency, µM (top dose mostly 115 µM), inactives show top-dose activity change, negative = inhibition, actives largely listed as inhibitors | 290,000 compounds, 0.037% hits | AID 2662; active = well fitted inhibition curve with a large enough effect in the polarisation, with a control signal flat, not every such curve was filed as active; inconclusive = small, poorly fitted or top-dose-only effect, or effect the other way, or a change in a side signal; inactive = no such curve, though single readings can be large or run the other way; the % refers to the polarisation; note: potency is the fitted concentration of half-maximal effect
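Steps: dispense CXXC domain solution (7 uM) → pin compounds or unlabeled HOX-A9 DNA control → 5 min ambient → add FLSN-HOX-A9 solution (50 nM) → spin → 30 min ambient → fluorescence polarization. Tris pH 7.5/NaCl/DTT/BSA buffer.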
TSHR antagonist = antagonists of human thyroid stimulating hormone receptor; AID 504810; TSHR-expressing cells, TSH-stimulated cAMP HTRF, 2 h; active compounds read low; activity change, negative = inhibition, % at 11.5 µM; 330,000 compounds, 0.2% hits;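 active = activity change below a set negative limit, meaning inhibition stronger than a set level, cut at about -70% in these data; inconclusive = activity change between two set negative limits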; note: % is set by controls: 0 for no effect and ±100 for the full control effect
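Freshly harvested TSHR cells receive pin-tooled compound, then EC80 TSH at 4nM final. After 2 hours at 37 deg C, antibody in lysis buffer and cAMP-d2 are added; 30 minutes at ambient temperature precede the HTRF read.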
Menin-MLL TR inh = inhibitors of human menin-MLL interaction, mutant MLL peptide; Potency, µM (top dose mostly 61.6 µM), for inactives: at the top dose FP activity change, negative = inhibition, most hits filed as inhibitors; AID 1768; O00255; Menin + Texas Red MLL mutant peptide, fluorescence polarization; 270,000 compounds, 0.23% hits; active = well fitted inhibition curve with a large enough effect in the polarisation, with a control signal flat, not every such curve was filed as active; inconclusive = small, poorly fitted or top-dose-only effect, or effect the other way, or a change in a side signal; inactive = no such curve, though single readings can be large or run the other way; the % refers to the polarisation; note: potency is the fitted concentration of half-maximal effect; % of control where 0% means no effect; many of its hits are not listed in these tables
Target sequence (O00255 whole entry, looked up): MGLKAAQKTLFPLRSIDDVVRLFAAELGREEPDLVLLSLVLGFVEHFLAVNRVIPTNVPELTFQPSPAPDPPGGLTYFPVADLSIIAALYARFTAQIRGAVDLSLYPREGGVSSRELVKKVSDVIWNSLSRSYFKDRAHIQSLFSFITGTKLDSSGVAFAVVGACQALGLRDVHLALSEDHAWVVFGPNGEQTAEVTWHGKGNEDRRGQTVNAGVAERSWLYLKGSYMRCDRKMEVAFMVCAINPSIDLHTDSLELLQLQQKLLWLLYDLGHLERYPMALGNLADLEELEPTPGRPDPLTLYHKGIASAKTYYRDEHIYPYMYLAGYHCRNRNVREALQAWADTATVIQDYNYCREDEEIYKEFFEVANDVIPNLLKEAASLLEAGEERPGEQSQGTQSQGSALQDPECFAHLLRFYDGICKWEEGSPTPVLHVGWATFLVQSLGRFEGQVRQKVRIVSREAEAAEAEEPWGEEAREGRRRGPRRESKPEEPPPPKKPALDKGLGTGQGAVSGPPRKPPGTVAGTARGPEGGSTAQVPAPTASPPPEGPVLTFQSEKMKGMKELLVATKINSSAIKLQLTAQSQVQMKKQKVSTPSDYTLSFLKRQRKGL
ASM inhibitor = inhibitors of human secretory acid sphingomyelinase; P17405; placental ASM, HMU-PC fluorogenic substrate, 60 min; Potency, µM (top dose mostly 57.5 µM), inactives show at the top dose activity change, negative = inhibition, most hits filed as inhibitors; 340,000 compounds, 0.006% hits; AID 504937; note: potency is the fitted concentration of half-maximal effect
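Fluorogenic HMU-PC substrate (9 uM final) is turned over by placental ASM in 60 min at 37 C after a 10 min compound preincubation. Reaction ended by alkaline stop (pH 10), with fluorescence read at 386/447 nm.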
Mito fusion yeast = blocks mitochondrial division or promotes mitochondrial fusion | 320,000 compounds, 0.23% hits | Potency, µM (series often up to 46.1 µM), for the others: top-dose growth rescue (activation), most hits filed as activators | S. cerevisiae fusion-defective mutant growth rescue, CellTiterGlo 48 h;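 note: potency is the fitted concentration of half-maximal effect; % of control where 0% means no effect; nearly all actives have a fitted effect of over 45% in size; temperature-sensitive fusion mutants such as fzo1-1 at 37 °C on non-fermentable ethanol glycerol medium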
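Yeast fusion mutant, YPEG (non-fermentable carbon), compound, 48 h at 37C non-permissive; CellTiterGlo added, 10 min RT, luminescence read. Rescued growth = division inhibition.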
TCR activator = T cell receptor activation; primary human leukocytes, anti-CD3, IL-2 HTRF, 48 h; 330,000 tested, under 10 active; AID 504894; Potency, µM (highest dose often 9.22 µM), inactives show at the top dose activation of IL-2 secretion, most hits filed as activators; note: % of control where 0% means no effect
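Human primary leukocytes + a-CD3 beads + cpd, 48 hr; IL-2 in supernatant by HTRF (ex 320nm / em 665nm). No co-stimulatory signal supplied.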
a7 integrin act = integrin-mediated muscular dystrophy alleviation activation | alpha7betagal myoblasts, beta-gal FDG fluorescence, 48 h | AID 624291 | 350,000 compounds, 0.064% hits | Potency, µM (titrated, usually from 38.3 µM), without a hit: at the highest dose activation, hits mostly activators;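 note: potency is the fitted concentration of half-maximal effect; 100% = response of the positive control SU9516; nearly all actives have a fitted effect of over 60% in size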
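Alpha7betagal+/- myoblasts (passage 13) were plated 16-24 hr, then exposed to compounds (1:260 dilution of DMSO stock) for 48 hours at 37C. After MPER lysis, β-galactosidase reporter activity was read as FDG fluorescence (ex 480/em 540) after 30 minutes.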
TSG101-PTAP inh = blocks PTAP/TSG101 interaction to inhibit HIV-1 budding. Q99816. Fluorescence polarization, FITC-PTAP peptide / Tsg101 binding. Potency, µM (top dose mostly 115 µM), inactives show at the top dose activity change, negative = inhibition, hits mostly inhibitors. 340,000 tested, under 10 active. AID 493005; active = well fitted inhibition curve with a large enough effect in the main read-out, with a control signal flat, not every such curve was filed as active; inconclusive = small, poorly fitted or top-dose-only effect, or effect the other way, or a change in a side signal; inactive = no such curve, though single readings can be large or run the other way; note: potency is the fitted concentration of half-maximal effect; % of control where 0% means no effect
Target sequence (Q99816 whole entry, looked up): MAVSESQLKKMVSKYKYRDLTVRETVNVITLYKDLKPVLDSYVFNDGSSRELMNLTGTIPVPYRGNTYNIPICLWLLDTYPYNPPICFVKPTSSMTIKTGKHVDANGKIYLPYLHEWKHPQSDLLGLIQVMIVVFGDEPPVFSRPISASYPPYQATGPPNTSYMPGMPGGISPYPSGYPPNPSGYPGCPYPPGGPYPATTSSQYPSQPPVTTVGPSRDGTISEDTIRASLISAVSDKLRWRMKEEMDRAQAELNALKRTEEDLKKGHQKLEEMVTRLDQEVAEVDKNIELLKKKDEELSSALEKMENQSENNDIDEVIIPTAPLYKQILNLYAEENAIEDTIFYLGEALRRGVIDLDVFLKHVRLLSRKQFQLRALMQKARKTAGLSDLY
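Steps: Tsg101 binding domain dispensed (10 uM final), compounds pinned in DMSO, FITC-labeled PTAP-motif peptide added (50 nM final); after 20 min binding at room temperature, polarization measured.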
MBNL1 CUG block = blocks human MBNL1 binding to CUG repeat RNA; Potency, µM (highest dose often 57.5 µM), for inactives: top-dose activity change, negative = inhibition, actives largely listed as inhibitors; AID 2675; 280,000 compounds, 0.036% hits; Q9NR56; TR-FRET MBNL1-His/biotin-(CUG)12 binding, 665/545 ratio; active = well fitted inhibition curve with a large enough effect in the signal ratio, with a control signal flat, not every such curve was filed as active; inconclusive = small, poorly fitted or top-dose-only effect, or effect the other way, or a change in a side signal; inactive = no such curve, though single readings can be large or run the other way; the % refers to the signal ratio; note: potency is the fitted concentration of half-maximal effect; % is set by controls: 0 for no effect and ±100 for the full control effect
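MBNL1-His + Biotin-(CUG)12, cpd titration 92 nM–58 uM; Tb anti-His Ab 0.055 ng/ul, SA-XL665 5 nM (final); 60 min RT; ratiometric 665/545 nm, Ex 340 nm; normalized to buffer and full-complex controls.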
A-T KAP1 phos = candidate therapy for ataxia-telangiectasia; […] A-T fibroblasts, KAP-1 phosphorylation AlphaLISA; neocarzinostatin DNA damage 30 min before lysis; Potency, µM (doses to about 57.5 µM), for inactives: at the top dose activation, hits mostly activators; 320,000 compounds, 0.19% hits; note: potency is the fitted concentration of half-maximal effect; % of control where 0% means no effect; nearly all actives have a fitted effect of over 45% in size
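ATM-like activity read as KAP-1 phosphorylation via AlphaLISA donor/acceptor antibody pairs after lysis and 6 hr at 25C. Cells were ATM-null patient fibroblasts ([…], hTERT), dosed 60 min, then exposed to the DSB inducer NCS for 30 min.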
Starred values were filed as active, the others as inactive; ? = inconclusive; . = no result given; [ ] = dose if it differs, or a comment. Unless noted, calls come from the whole dose curve; as a rule, active = well fitted curve in the direction sought with a large enough effect; inconclusive = small, poorly fitted or top-dose-only effect, or another doubt; inactive = no such curve, though single readings can be large; an effect the other way counts as inactive or inconclusive. These rows are one share of the data; the hit share may differ from the screen's.

SMILES	MLL CXXC-DNA inh	TSHR antagonist	Menin-MLL TR inh	ASM inhibitor	Mito fusion yeast	TCR activator	a7 integrin act	TSG101-PTAP inh	MBNL1 CUG block	A-T KAP1 phos
Cc1ccc(C)c(NC(=O)C(CC(=O)O)C2CCCO2)c1 (stereo not drawn)	6%	-10	8%	-7%	0%	6%	-1%	-4%	-4%	8%
CCOc1ncccc1C(=O)OCC(=O)NCCCc1ccccc1	.	-10	.	1%	.	2%	6%	-1%	.	2%
CCCCC(=O)NNC(=S)NC(=O)CCC	21%	2	?	0%	-7%	-1%[46.1 µM]	-19%	-6%	-10%	.
Cc1csc(CNC(=O)C2CCC(=O)N(CCc3cccc(F)c3)C2)n1 (stereo not drawn)	3%	-6	.	2%	-2%	3%	-18%	.	2%	17%
Cc1ccc(NC(=S)N/N=C/c2c(Cl)cccc2Cl)c(C)c1	7%	4	-16%	-7%	-17%	-1%[46.1 µM]	-1%	-1%	1%	-3%
Cc1ccc(SCCOCCN2CCOCC2)cc1	-8%	6	-19%	-4%	3%	.	11%	-1%	-12%	-23%
O=C(Cn1cnc2ccccc2c1=O)Nc1nnc(SCc2ccc(Cl)cc2)s1	-9%	13	.	-2%	-11%	-1%	?	0%	-5%	-1%
Nc1c(C(=O)NCCC2=CCCCC2)sc2ccc(S(=O)(=O)N3CCCCC3)cc12	17%	0	-5%	-6%	19%	10%	26%	1%	23%	7%
COCC(=O)N(c1ccc(C(C)C)cc1)C1C=CS(=O)(=O)C1 (stereo not drawn)	-1%	-11	24%	2%	0%	-3%	-19%	-7%	3%	1%
CCc1c(C)nc(N2CCN(c3ccc(Cl)cc3)CC2)[nH]c1=O	-8%	-8	1%	-1%	0%	-10%	0%	0%	-9%	4%
CCOc1ncccc1C(=O)OCC(=O)Nc1ccc2c(c1)OCO2	1%	8	3%	5%	-3%	3%	6%	-7%	1%	-8%
O=S(=O)(NC1CCCCC1NCc1ccco1)c1ccccc1 (stereo not drawn)	-5%	3	-8%	2%	-1%	-2%	0%	1%	7%	0%
CCOc1ccc(CNC(=O)CCCn2nc(C)c3c(C)n(-c4ccc(C)cc4)nc3c2=O)cc1	8%	-13	-26%	-2%	-2%	-3%	-1%	-1%	-8%	-4%
COC(=O)C1=C(C(=O)OC)[C@@H]2N(Cc3ccccc3)c3ccccc3[C@@]23C[C@@H](C(=O)OC)N(C(=O)c2cccs2)C3=N1	11%	-6	-7%[11.7 µM]	-9%	10%	-1%	-23%	0%	-4%	0%
Cc1cc2oc(C(=O)Nc3nonc3C)c(C)c2cc1Cl	3%	3	.	4%	-16%	-3%	0%	3%	-7%	11%
N/C(COc1cccc(Cl)c1)=N\NS(=O)(=O)c1ccccc1	0%	-3	25%	2%	-6%	.	3%	-11%	-4%	0%
COc1ccc(S(=O)(=O)N2CCN(C(=O)Nc3ccccc3OC)CC2)cc1	14%	0	.	-2%	-4%	2%	-4%	-2%	-1%	14%
COc1ccc(/C=N/OCC(=O)N2CC3(C)CC2CC(C)(C)C3)cc1OC (stereo not drawn)	-5%	-3	12%	-1%	6%	3%	-8%	-5%	6%	-5%
CCCn1c(SCC(=O)N2CCN(C(=O)c3ccco3)CC2)nc2ccccc2c1=O	12%	0	-28%	3%	-5%	-2%	37%	-9%	-5%	0%
O=C(O)CCn1nnc(-c2ccccc2)n1	2%	-2	-12%	0%	3%	-28%	10%	-2%	-4%	4%
Oc1ccc(CNc2ccc(F)cc2)c2cccnc12	161%[activator]	15	6%	-1%	2%	1%	-35%	-3%	4%	-3%
CCCCCCCCNC(=O)C(CCC(=O)OCc1ccccc1)NC(C)=O (stereo not drawn)	-2%	-18	?	-4%	-2%	-1%	-13%	-14%	2%	-11%
CCCC(=O)N1CCN(c2nnc(-c3ccccc3)c3ccccc23)CC1	-4%	-13	-18%	-1%	-4%	-2%	10%	-3%	-1%	-1%
Cc1cccc(OCCCC(=O)Nc2ccc(Cl)c(S(=O)(=O)N3CCOCC3)c2)c1	.	-33	.	-3%	-5%	8%	-34%	-4%	.	-2%
Cc1ccc(-n2ncc3c2CC(C)(C)CC3NC(=O)CCc2cccnc2)cc1 (stereo not drawn)	11%	3	.	-1%	2%	2%	-23%	0%	-5%	-4%

Continuation.
SMILES	MLL CXXC-DNA inh	TSHR antagonist	Menin-MLL TR inh	ASM inhibitor	Mito fusion yeast	TCR activator	a7 integrin act	TSG101-PTAP inh	MBNL1 CUG block	A-T KAP1 phos
CCOc1ccc(Br)cc1C(=S)N1CCCC1	-3%	-5	8%	-2%	-12%	-1%	-3%	1%	-3%	-7%
O=C(/C=C/c1ccc(Cl)cc1)N1CCN(c2ccc([N+](=O)[O-])c(N3CCOCC3)c2)CC1	18%	-5	7%	-16%	?	8%[46.1 µM]	14%	-1%	8%	-6%
Brc1cccc(-c2nc(-c3ccncc3)no2)c1	-5%	7	-11%	-1%	-3%	1%	-7%	0%	-1%	17%
C/C(=N\Nc1ccc(Cl)c(C(=O)O)c1)c1ccc[nH]1	-3%	-9	.	0%	-4%	1%	16%	0%	12%	-3%
O=C(NCC(c1cccs1)N1CCOCC1)c1ccc([N+](=O)[O-])cc1 (stereo not drawn)	0%	-2	-2%	6%	-3%	-7%[46.1 µM]	4%	0%	?	-1%
O=C(O)c1ccc(NC(=O)C2C3CCC(O3)C2C(=O)O)cc1 (stereo not drawn)	-3%	-5	-4%	6%	2%	-2%	13%	-2%	-3%	-9%
CCC(=O)Nc1cccc(C2=NOC3(C2)C[C@@H](C(N)=O)N(C(=O)c2cc([N+](=O)[O-])cc([N+](=O)[O-])c2)C3)c1 (stereo partly drawn)	2%	5	.	2%	12%	-4%	20%	-5%	?	-10%
COc1ccc(-c2n[nH]c(=S)n2-c2ccc(C)cc2)cc1OC	2%	-8	2%	5%	-2%	0%	-16%	1%	1%	11%
Cc1cc(=O)oc(C)c1C(=O)NC12CC3CC(CC(C3)C1)C2	-3%	12	-2%	5%	0%	-1%	4%	-5%	2%	-2%
COc1cc(C)nc(Oc2ccc(OCCOc3ccc(C)cc3)nn2)n1	5%	-5	-19%	-2%	4%	4%	-20%	1%	-9%	3%
CC(CNCCCn1cnc2c(OCc3ccccc3)ncnc21)c1ccccc1 (stereo not drawn)	.	.	.	0%	.	-3%	-41%	1%	.	.
COc1cc(NC(=O)CSc2nnc(-c3ccncc3)o2)cc(OC)c1OC	-5%	5	.	1%	-7%	6%	15%	-1%	-4%	5%
CCOC(=O)c1c(-c2ccc(OC)cc2)csc1NC(=O)CCN1CCOCC1	-4%	6	-22%	-3%	?	-4%	-33%	1%	-1%	5%
CCOC(=O)C1CCCN(C(=O)c2ccccc2[N+](=O)[O-])C1 (stereo not drawn)	?	46	24%	4%	-6%	0%	-4%	-8%	?	7%
COc1ccc(C(=O)Nc2nc3ccc4nc(C)sc4c3s2)cc1	-9%	8	20%	-1%	2%	1%	0%	0%	1%	1%
O=C(CSc1nc2ccccc2c(=O)n1NC(=O)Cc1ccccc1)NCc1ccccc1	-2%	-7	10%	-3%	-2%	1%	-15%	-3%	3%	.
Fc1ccc2cnc(C3=CCCCC3)cc2c1	.	15	.	1%	.	-31%	17%	1%	.	2%
CCOc1ccc(CCNC(=O)COn2nnc3ccc(S(=O)(=O)N4CCOCC4)cc32)cc1OCC	.	.	.	2%	-5%	-1%	-13%	-6%	.	4%
CC(C(=O)OCC(=O)N1CCCCC1)N1C(=O)c2ccccc2C1=O (stereo not drawn)	.	.	.	1%	.	2%	-13%	-3%	.	1%
Cc1cccc(C(=O)Nc2cccc(-c3ccc4nncn4n3)c2)c1	-1%	-4	-15%	-3%	2%	-171%	-24%	-2%	32%[activator]	1%
O=C(N/N=C/c1ccco1)c1ccc(NC(=O)C2CCCCC2)cc1	15%	3	.	-4%	9%	3%	-5%	0%	13%	-3%
N#Cc1ccc(N2CCCNCC2)nc1	18%	-4	4%	-1%	-25%	3%	-10%	-6%	-10%	1%
CCN(CC)CC(O)CN1C(=O)NC(C)(C)C1=O (stereo not drawn)	-1%	7	8%	-3%	-2%	0%	20%	10%	0%	4%
O=C(COc1ccccc1Cl)Nc1ccc2c(c1)OCO2	1%	-13	-17%	3%	0%	9%	?	-9%	10%	8%

High-throughput results from PubChem.
